# KCNH2 3.1 block: blocks the human KCNH2 3.1 channel isoform. U2OS KCNH2 3.1, thallium flux FluxOr; stronger effect = lower value. activity change, % (tested at about 1.8 µM). 340,000 tested, 0.95% active. AID 720553;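 active = maximum activity change below -70%; inconclusive = maximum activity change from -70% to -50%; inactive = maximum activity change above -50%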;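 also: thallium influx rate constant from kinetic fluorescence after stimulation buffer; % is scaled to controls: 0 for no effect and ±100 for the full control effect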
#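 Kinetic fluorescence (2 min after stimulation buffer) measures Tl+ influx through KCNH2 3.1 expressed by viral transduction in U2OS cells; the rate constant is normalized against DMSO controls serving as positive and negative references.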
# VP16 counter: inhibits Gal4-VP16 luciferase reporter, ROR gamma counter-screen. Drosophila S2 Gal4-VP16 UAS-luciferase, luminescence, 20 h. Potency, µM (titrated, usually from 53.6 µM), for inactives: at the highest dose activity, negative = inhibition, hits mostly inhibitors. 310,000 tested, 3.5% active;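 also: Gal4-VP16 expression switched on by copper sulfate through the metallothionein promoter; potency is read from the fitted curve at half-maximal effect; % is scaled to controls: 0 for no effect and ±100 for the full control effect; nearly all actives have a fitted effect of over 50% in size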
# Rab9 prom act: activates the Rab9 promoter | Huh7 Rab9 promoter-luciferase reporter, luminescence, 24 h | Potency, µM (doses to about 9.22 µM), for the others: at the top dose activation, negative = inhibition, most hits filed as activators | 320,000 tested, 2.8% active | AID 485297; also: potency is read from the fitted curve at half-maximal effect; % of control where 0% means no effect; nearly all actives have a fitted effect of over 60% in size
#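 Stable Rab9-luc Huh7, 1500 cells/well, 2 h settle; cmpd in DMSO, 24 h, 37 °C/5% CO2; luciferase reagent 10 min RT; luminescence.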
# NPC1 prom act: activates the NPC1 promoter | Huh7 NPC1 promoter luciferase reporter, 24 h | Potency, µM (doses to about 9.22 µM), without a hit: top-dose activation, actives largely listed as activators | 320,000 tested, 2.4% active;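 also: potency is read from the fitted curve at half-maximal effect; % of control where 0% means no effect; nearly all actives have a fitted effect of over 60% in size; reporter is driven by a mutant NPC1 promoter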
#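 Compounds in DMSO were transferred onto Huh7 NPC1-luciferase reporter cells pre-incubated 2 h; after 24 h at 37 °C, Amplite reagent was dispensed and luminescence recorded 10 min later.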
# FLuc modulator: firefly luciferase modulation, counter-screen for miR-21 project | Potency, µM (series often up to 57.5 µM), inactives show at the highest dose activity change, negative = inhibition, hits mostly inhibitors | purified FLuc, Km substrates, luminescence inhibition | 360,000 tested, 6.9% active | AID 588342 | P08659;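 also: potency is read from the fitted curve at half-maximal effect; plate controls were vehicle for no effect and reference inhibitor for full effect; nearly all actives have a fitted effect of over 55% in size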
# Target sequence (P08659 whole entry, looked up): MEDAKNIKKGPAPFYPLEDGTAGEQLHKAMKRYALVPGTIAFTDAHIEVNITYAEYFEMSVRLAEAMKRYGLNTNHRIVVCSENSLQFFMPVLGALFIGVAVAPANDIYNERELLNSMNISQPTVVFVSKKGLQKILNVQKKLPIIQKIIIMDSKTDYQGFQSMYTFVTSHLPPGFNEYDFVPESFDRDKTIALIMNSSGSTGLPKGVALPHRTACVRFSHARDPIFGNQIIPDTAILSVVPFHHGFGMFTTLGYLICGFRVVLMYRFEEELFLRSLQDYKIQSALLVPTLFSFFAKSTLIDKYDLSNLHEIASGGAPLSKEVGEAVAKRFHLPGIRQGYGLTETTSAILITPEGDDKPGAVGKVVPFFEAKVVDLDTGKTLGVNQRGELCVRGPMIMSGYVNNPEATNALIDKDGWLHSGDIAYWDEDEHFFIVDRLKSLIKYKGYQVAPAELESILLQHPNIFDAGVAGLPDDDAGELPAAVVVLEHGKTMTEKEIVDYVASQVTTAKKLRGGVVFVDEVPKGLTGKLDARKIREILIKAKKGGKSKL
#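 Biochemical qHTS of compounds, final roughly 60 µM downward over six points, against 10 nM purified firefly luciferase using Km concentrations of substrates (10 uM D-luciferin, 10 uM ATP) in Tris acetate pH 7.5 buffer; luminescence output.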
# Tb PFK inh: blocks T. brucei phosphofructokinase; T. brucei PFK, ADP-Glo luminescence; O15648; Potency, µM (series often up to 57.5 µM), without a hit: at the highest dose activity, negative = inhibition, usual class: inhibitors; 330,000 tested, 0.17% active; AID 485367;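 also: potency is read from the fitted curve at half-maximal effect; 0% = uninhibited 1x PFK enzyme wells and -100% = no-enzyme wells; nearly all actives have a fitted effect of over 60% in size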
#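 PFK 1.25 nM, F6P 0.5 mM, ATP 0.1 mM, 0.1 M TEA pH 8.0, 5 mM MgCl2, 0.01% Tween20, 0.1% BSA; 45 min RT. ADP-Glo readout. qHTS titration up to 57 uM; curves fitted, compounds curve-classed.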
# Giardia kill: Giardia lamblia killing; activity change, % at 7.66 µM, hits read low; Giardia lamblia trophozoite viability; 340,000 tested, 0.15% active; AID 540267; in the data active = activity change below about -80%; inconclusive = between about -30% and that limit;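 also: parasites exposed to compound for two days anaerobically before the ATP read; % is scaled to controls: 0 for no effect and ±100 for the full control effect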
#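 Trophozoite viability was measured as ATP-dependent luminescence, read 15-30 min after reagent addition. Before that, parasites at 100 cells/well were exposed to compounds for 48 h, anaerobically, at 37 deg C.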
# uPA surface inh: inhibitors of cell surface uPA generation; 330,000 tested, 0.31% active; cell surface uPA generation assay, qHTS; Potency, µM (highest dose often 38.3 µM), for the others: top-dose activity change, negative = inhibition, most hits filed as inhibitors; active = well fitted inhibition curve with a large enough effect; inconclusive = small, poorly fitted or top-dose-only effect; inactive = no such curve, though single readings can be large or run the other way; tested in mouse RAW 264.7 cells; also: potency is read from the fitted curve at half-maximal effect; % is scaled to controls: 0 for no effect and ±100 for the full control effect; nearly all actives have a fitted effect of over 55% in size
# RORgamma inh: blocks mouse ROR gamma transcriptional activity | P51450 | Drosophila S2 Gal4-RORgamma UAS-luciferase reporter, 20 h | Potency, µM (series often up to 53.6 µM), without a hit: top-dose activity change, negative = inhibition, usual class: inhibitors | 310,000 tested, 5.4% active | AID 2551; also: potency is read from the fitted curve at half-maximal effect; % is scaled to controls: 0 for no effect and ±100 for the full control effect; nearly all actives have a fitted effect of over 60% in size
# Target sequence (P51450 whole entry, looked up, the tested form may be a part): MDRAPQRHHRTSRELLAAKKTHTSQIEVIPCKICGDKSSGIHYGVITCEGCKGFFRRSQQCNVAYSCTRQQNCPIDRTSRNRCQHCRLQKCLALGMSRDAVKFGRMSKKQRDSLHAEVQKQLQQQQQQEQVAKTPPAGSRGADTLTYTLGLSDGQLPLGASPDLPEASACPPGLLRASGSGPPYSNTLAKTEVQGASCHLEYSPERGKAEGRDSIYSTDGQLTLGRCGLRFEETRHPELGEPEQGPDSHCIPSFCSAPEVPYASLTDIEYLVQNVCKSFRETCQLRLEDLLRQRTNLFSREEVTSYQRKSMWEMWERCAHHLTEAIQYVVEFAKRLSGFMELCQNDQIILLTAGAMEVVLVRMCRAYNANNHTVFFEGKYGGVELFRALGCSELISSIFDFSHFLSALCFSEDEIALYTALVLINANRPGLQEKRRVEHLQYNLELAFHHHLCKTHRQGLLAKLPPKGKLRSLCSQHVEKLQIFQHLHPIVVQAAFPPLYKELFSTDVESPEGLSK
#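 Using a luciferase readout, inhibitors were identified by reduced reporter activity in Drosophila cells coexpressing a copper-inducible Gal4–ROR gamma fusion and UAS-driven Photinus luciferase, incubated 20 hr after 700 uM copper sulfate.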
# FBPA coupling cs: coupling enzyme interference in Giardia aldolase counter-screen | activity change, negative = inhibition, % at 58.2 µM, hits read low | 290,000 tested, 0.67% active | AID 2472 | coupling enzyme system counterscreen, AmpLite Red fluorescence; in the data active = activity change below about -30%; also: % is scaled to controls: 0 for no effect and ±100 for the full control effect
#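 Compounds tested against the coupling enzymes alone at 57.5 uM final; readout was AmpLite Red fluorescence (525/598 nm) after 20 min at RT.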
# ELG1 genotoxic: induces genotoxicity in HEK293T cells with luciferase-tagged ELG1. Potency, µM (doses to about 46 µM), for the others: at the top dose activity change, positive = activation, usual class: activators. 330,000 tested, 1.3% active. HEK293T ELG1-luciferase reporter, luminescence, 16 h; also: potency is read from the fitted curve at half-maximal effect; % of control where 0% means no effect; nearly all actives have a fitted effect of over 60% in size
#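 ELG1-luciferase HEK293T cells, 2,000/well; compound pinned in; 16 hr, 37 °C, 5% CO2; ONE-Glo, 30 min RT; luminescence on CCD imager.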
# An asterisk follows results filed as active; ? = inconclusive; . = no result given; [ ] = another dose, or the depositor's remark. Unless noted, calls follow the shape of the dose curve; as a rule, active = well fitted curve in the direction sought with a large enough effect; inconclusive = small, poorly fitted or top-dose-only effect, or another doubt; inactive = no such curve, though single readings can be large; an effect the other way counts as inactive or inconclusive.
SMILES,KCNH2 3.1 block,VP16 counter,Rab9 prom act,NPC1 prom act,FLuc modulator,Tb PFK inh,Giardia kill,uPA surface inh,RORgamma inh,FBPA coupling cs,ELG1 genotoxic
Cc1cccc2[nH]c(CN(C)C(=O)C3CCC(=O)N(C4CC4)C3)nc12 (stereo unspecified),10,-14%,-3%,-3%,-1%,-5%,10,9%,-18%,-1,2%
COc1ccc(C(=O)NCCSCc2ccccc2C)cc1,-4,0%,4%,-1%,-17%,-3%,2,1%,8%,-1,1%
CC(=O)N[C@@H](Cc1c[nH]c2ccccc12)C(=O)OCC(=O)Nc1ccc(Cl)c(S(=O)(=O)N(C)C)c1,-3,-3%,0%,2%,1%,-7%,10,0%,24%,-2,-1%
CCCCn1c(N)c(N(CC)C(=O)CSc2nnc(-c3ccco3)n2CC)c(=O)[nH]c1=O,2,.,-2%,1%,0%,-4%,15,4%,.,.,2%
COc1cccc(C(=O)Oc2ccc3ccc(O)cc3c2)c1,-9,-5%,4%,0%,6µM*,2%,-15,-4%,-2%[1.91 µM],2,1%
O=C(COC(=O)CCc1c[nH]c2ccccc12)Nc1cc([N+](=O)[O-])ccc1Cl,3,3%,-1%,-2%,4%,-2%,3,-14%,8%,2,1%
CC(C)N1CCc2c(sc(NC(=O)c3ccc([N+](=O)[O-])o3)c2C(N)=O)C1,.,?,-6%,-13%,-13%,-15%,.,.,7.1µM*,0,13%
O=C(COc1cccc(Cl)c1)Nc1ccc(N2CCOCC2)cc1,-4,-2%,-2%,-1%,-2%,-8%,-3,1%,-4%,4,-3%
N#CCCn1nc(-c2ccccc2)cc1-n1c(C(F)(F)F)nc2ccccc21,-1,-8%,10%,-3%,1%,-3%,-4,-10%,26%,-2,0%
CCOc1ccc(NC(=O)CC2C(=O)N(C)C(=S)N2CCCc2ccccc2)cc1 (stereo unspecified),-6,-3%,-6%,0%,2%,1%,5,1%,?,-3,-9%
C=CCn1c(N)c(C(=O)NC2CCCCC2)sc1=S,20,4%,-8%,-5%,-5%,21%,-2,.,0%,-15,12%
CCOc1ccc(NC(=O)c2ccccc2O)cc1,-3,0%,1.6µM*,1.4µM*,0.54µM*,0%,?,-9%,-6%,1,?
Cc1cc(C)cc(N=Cc2[nH]c3ccc(Br)c(Cl)c3c2O)c1,-5,?,-2%,1%,-1%,0%,-8,5%,-27%,-19,2%
O=C(Nc1ccccc1C(=O)Nc1ccccc1C(=O)NCc1ccco1)c1ccco1,-6,23%,-3%,-2%,-3%,-8%,26,0%,-27%,1,-6%
CCC(Oc1ccccc1)C(=O)Nc1ccccc1C(=O)N1CCOCC1 (stereo unspecified),-5,-1%,-1%[1.84 µM],3%,2%,1%,-5,-1%,8%,.,-8%
O=C(CCc1nc(-c2ccccc2F)no1)NCCN1CCOCC1,1,-2%,1%,0%,2%,6%,4,4%,-11%,1,0%
C/C(=N/OC(=O)c1ccc(Br)cc1)c1ccc(C)cc1,-8,-11%,6%,-2%,6.7µM*,6%,-17,-1%,-1%,0,10%
CC(=O)Nc1nonc1-c1nc2ccccc2n1C,2,3%,-1%,-2%,4%,8%,-7,1%,?,0,12%
O=C(NCCc1ccccc1)C(=O)NCC1CCCN1S(=O)(=O)c1cccs1 (stereo unspecified),-12,.,-3%,-9%,1%,-4%,-2,-6%,.,.,-1%
CC(C)(C)NC[C@@H](O)COc1cccc2c1CCCC2=O,-3,.,1%,-6%,9%,0%,8,2%,.,.,-1%
Cc1ccc(NP(=O)(Nc2ccc(C)cc2)Nc2ccc(C)cc2)cc1,-20,-15%,-7%,0%,-1%,-5%,-9,2%,12%,1,-5%
COc1ccc(/C=N/Nc2nc(C(=O)O)cs2)cc1,5,5µM*,?,?,0.67µM*,0%,-11,3%,3.5µM*,-1,6%
COc1ccc(-n2c(C)cc(/C=C3\SC(=O)NC3=O)c2C)cc1,-3,28%,?,?,12µM*,1%,-3,4%,14%,1,?
COc1ccc(-c2noc(CCC(=O)NCCN(C)Cc3ccccc3)n2)cc1,6,?,.,.,-12%,.,-2,4%,-30%,0,.
CCCN(c1nc(C)cc(OC)n1)S(=O)(=O)c1ccccc1,-23,-5%,-2%,1%,4%,-4%,-27,-13%,-1%,0,2%
COc1c2ccoc2c(OC(C)=O)c2oc(C)cc(=O)c12,-19,3%,5%,-3%,-2%,3%,-16,7%,-12%,0,-24%
COc1ccc(S(N)(=O)=O)cc1C(=O)OCC(=O)N1c2ccccc2NC(=O)C1(C)C,3,.,.,.,.,0%,9,0%,.,.,-1%
COC(=O)c1nn(Cc2ccccc2)c(=O)c2ccccc12,4,-1%,-1%,-1%,2%,1%,11,-2%,40%,10,0%
CC1=C(C)CC(C(=O)NCc2cccc(Cl)c2)C(C(=O)O)C1 (stereo unspecified),.,-3%,1%,0%,-1%,-1%,.,.,?,2,-1%
COCCNC(=O)COc1ccccc1Cl,9,-9%,0%,-4%,6%,1%,4,-2%,0%,-1,5%
CCOc1ccc(CSC(CC(=O)O)C(=O)O)cc1 (stereo unspecified),0,-2%,9%,-7%,-2%,11%,-8,2%,13%,4,2%
O=C(NN=C1CCCCCCCCCCC1)c1ccncc1,-10,-2%,-1%,3%,-5%,-3%,-25,1%,?,1,-4%
CCC/C=N/NC(=O)C1COc2ccccc2O1 (stereo unspecified),-5,3%,-2%,1%,6%,-19%,-9,4%,3%,0,2%
COc1ccc(Cl)cc1Nc1nc(-c2sc(NC(=O)CC(C)C)nc2C)cs1,-25,-18%,-2%,-15%,2%,0%,-8,5%,25%,-10,-4%
O=C(CN1C(=O)C2CCCCC2C1=O)Nc1ccccc1C(=O)O (stereo unspecified),10,-13%,4%,2%,-1%,-1%,1,4%,-10%,2,1%
CCn1c(C(=O)N2CCC(C(=O)NCc3ccc4c(c3)OCO4)CC2)cc2sccc21,4,-10%,-4%,1%,2%,0%,-2,1%,?,0,-10%
CC(=O)Nc1ccc(SCC(=O)OCC(=O)NC(=O)NCCC(C)C)cc1,15,-7%,0%,-4%,1%,0%,-17,2%,0%,2,0%
O=C(CSc1ccccc1)Nc1cc(Cl)ccc1Oc1ccccc1,16,-23%,2%,-6%,3%,-2%,-14,-4%,?,4,2%
COc1ccc2c(c1)-c1nc(N)sc1CC2,4,22%,11%,8%,?,-17%,-23,-3%,24%,-13,2%
COc1ccc(Nc2nc(-c3ccccc3)nc3ccccc23)cc1S(=O)(=O)N1CCOCC1,-8,-22%,-9%,0%,-3%,1%,-6,-29%,?,-5,-14%
CCn1c(CSc2nnc(-c3ccc4c(c3)OCO4)o2)nc2cc(S(=O)(=O)N(C)C)ccc21,1,2%,1%,6%,?,-3%,-10,-7%,22%,-5,-7%
COc1cccc(Cn2cc(C(=O)NCCN(C)C)nn2)c1,1,0%,2%,0%,-2%,-20%,19,4%,?,-12,-1%
COc1cc(OC)nc(Oc2ccc(NC(C)=O)cc2)n1,-2,-3%,-11%,-6%,-2%,-4%,-9,3%,19%,0,-4%
Cc1nc(NC(=O)CCN2C(=O)C3CC=CCC3C2=O)sc1C (stereo unspecified),16,24%,12%,5%,0%,4%,-22,-5%,16%,.,14%
COc1cc2nc(CN(C)Cc3ccc(OC)c(OC)c3OC)[nH]c(=O)c2cc1OC,0,-10%,6%,0%,?,-3%,2,-20%,-34%,1,8%
CC(=O)N1CCN(C(=S)Nc2cc(S(=O)(=O)N3CCOCC3)ccc2Cl)CC1,1,-4%,2%,-2%,3%,-1%,-11,5%,24%,3,-3%
Cc1nc2ccc([N+](=O)[O-])cc2c(=O)n1Cc1ccc([N+](=O)[O-])cc1,-45,18%,1%,-3%,2%,-2%,-2,-12%,-10%,-1,1%
COc1ccc(N(CC(=O)NC2CCCC2)C(=O)Cn2nnc(-c3ccc(OC)c(OC)c3)n2)c(OC)c1,5,6%,3%,1%,0%,1%,4,3%,4%,3,1%
CC(=O)c1ccc(OC(=O)/C=C/c2ccccc2)cc1,23,-2%,-2%,-3%,2.7µM*,2%,-3,25%,-12%,2,2%
COc1cc(C=O)ccc1OCC(=O)Nc1cccc(S(=O)(=O)N(C)c2ccccc2)c1,-6,.,0%,-2%,-18%,-4%,5,19%,.,.,1%
CCc1ccc(N(CC)C(=O)c2cn(C)c(=O)c3ccccc23)cc1,9,8%,1%,-1%,0%,3%,-5,8%,-4%,4,11%
CC1CCC2C(=O)N(c3ccc(C(=O)Oc4cccc5cccnc45)cc3)C(=O)C2C1 (stereo unspecified),1,3.2µM*,-5%,3%,-1%,0%,-1,-8%,6.3µM*,-27,-2%
COc1cccc(-n2c(SCC(=O)NC3CCS(=O)(=O)C3)nc3ccccc3c2=O)c1 (stereo unspecified),-1,.,2%,-3%,.,-1%,7,14%,.,.,2%

# Assay outcomes from PubChem BioAssay.
